OX1R antag-1 – human HCRTR1 antagonism. CHO/OX1R cells, Fluo-8 calcium fluorescence, orexin A. 0.43% of 330,000 active. inhibition, % at 5 µM. AID 434989;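 active = inhibition above its plate's threshold, mean inhibition of all tested compounds on the plate plus 3 SD, cut at about 37% in these data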;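 note: 0% = orexin A challenge wells and 100% = SB-334867-A antagonist wells; not every result past the cut was called active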
Target sequence (O43613 whole entry, looked up): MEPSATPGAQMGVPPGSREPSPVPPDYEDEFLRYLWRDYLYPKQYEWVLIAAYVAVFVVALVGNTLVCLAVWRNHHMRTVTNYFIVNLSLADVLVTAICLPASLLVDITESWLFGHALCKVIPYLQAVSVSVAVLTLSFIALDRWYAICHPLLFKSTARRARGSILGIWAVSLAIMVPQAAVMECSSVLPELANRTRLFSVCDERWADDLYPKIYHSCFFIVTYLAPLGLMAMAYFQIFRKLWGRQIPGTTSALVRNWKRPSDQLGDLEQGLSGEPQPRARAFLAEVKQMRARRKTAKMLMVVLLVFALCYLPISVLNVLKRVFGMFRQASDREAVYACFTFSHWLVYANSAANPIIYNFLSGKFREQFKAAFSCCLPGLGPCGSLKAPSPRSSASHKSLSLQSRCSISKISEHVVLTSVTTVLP
OX1R antag-2 – antagonists of human orexin 1 receptor (OX1R); OX1R-expressing cells, FRET antagonist read-out; inhibition, % at 6.6 µM; 1.8% of 330,000 active; AID 485270; in the data active = inhibition mostly above about 38%, no sharp cut-off; inactive = mostly below about 40%;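 note: 0% = agonist challenge alone and 100% = reference antagonist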
* hit, by the source's call. This is a random part of the collection. About 2% of those tested had a hit in this group.

SMILES	OX1R antag-1	OX1R antag-2
CCCc1cc(=O)n2[nH]c(-c3ccccc3)cc2n1	-6.5	18.0
CCOc1cc(C(=S)N2CCOCC2)ccc1OS(=O)(=O)c1ccc(Br)cc1	-31.9	9.1
NS(=O)(=O)c1ccc(NC(=O)COC(=O)c2cc3ccccc3cc2O)cc1	18.8	14.9
COc1cccc(OC)c1C(=O)N1CCOCC1	1.8	9.2
CC(C)C(c1nnnn1C1CCCC1)N1CCCc2ccccc21 (configuration not stated)	-40.4	11.2
O=C(O)c1ccc(S(=O)(=O)N(Cc2ccc(F)cc2)C2CCCCC2)cc1	-1.1	20.3
CC(C)COC(=O)NCC12C=CC(O1)C1C(=O)N(c3ccc(Cl)cc3)C(=O)C12 (configuration not stated)	-6.1	2.7
Cc1nc2scc(C)n2c(=O)c1S(=O)(=O)NC(C)c1ccccc1 (configuration not stated)	-6.3	18.8
COc1ccc(NS(=O)(=O)c2cccc(C(=O)Nc3ccccc3C(=O)O)c2)cc1	-7.7	-3.1
O=C(Cn1c(-c2ccccn2)nc2ccccc21)N/N=C/c1ccccn1	-31.2	11.1

Pulled by structure from the list above:
SMILES	OX1R antag-1	OX1R antag-2
CCOc1cc(C(=S)N2CCOCC2)ccc1OS(=O)(=O)c1ccc(Br)cc1	-31.9	9.1
NS(=O)(=O)c1ccc(NC(=O)COC(=O)c2cc3ccccc3cc2O)cc1	18.8	14.9

(continued)
SMILES	OX1R antag-1	OX1R antag-2
Cc1cccc(C(=O)N(Cc2nc3ccccc3c(=O)[nH]2)C2CCCCC2)c1	-3.0	7.0
Cc1nn(CC(=O)Nc2ccc(F)cc2)c(=O)c2ccccc12	0.6	9.9
COC(=O)c1cccc(NC(=O)Cc2nc(-c3ccccc3)sc2-c2ccc(C)cc2)c1	-28.6	18.4
Cc1noc(C)c1CSc1ccc2ccccc2n1	-26.4	9.0
O=C(CSc1ccc2ccccc2n1)c1ccc2c(c1)OCO2	-15.3	30.5
O=C(CCC1CCCN(c2ncccn2)C1)NCc1ccc(F)c(F)c1 (configuration not stated)	1.0	6.2
O=C(COc1ccccc1Cc1ccccc1)Nc1cccc(S(=O)(=O)N2CCOCC2)c1	-12.7	12.2
CN(C)S(=O)(=O)N1CCN(S(=O)(=O)N(C)C)CC1	-13.6	27.3
Cc1cc([N+](=O)[O-])ccc1NC(=O)C(C)N1CCN(c2ccccn2)CC1 (configuration not stated)	-23.6	15.4
Cc1ccc(S(=O)(=O)N2c3ccccc3OCC2c2ccccc2)cc1 (configuration not stated)	-13.9	35.0
CCOc1ccc(-c2nnc(-c3ccc(OC)cc3)o2)cc1	-22.8	39.0
Cc1ccc(NC(=O)C2CCN(S(=O)(=O)c3ccc4[nH]c(=O)ccc4c3)CC2)c(C)c1	-32.7	4.4
Cc1sc2nc(CN3CCCCC3)nc(N3CCN(C(=O)c4ccco4)CC3)c2c1C	-32.2	7.6
Cn1c(-c2cc(Cl)ccc2O)nc2c1c(=O)[nH]c(=O)n2Cc1ccccc1	-13.4	-0.7
COc1ccc(N2CCN(CC(=O)Nc3cc(C)cc(C)c3)CC2)cc1	-16.8	-1.8
COc1ccc(NC2CCCN(C(=O)CCN3CCCO3)C2)cc1 (configuration not stated)	-8.0	2.3
O=C(Nc1nnc(C2=COCCO2)o1)c1ccc(Br)cc1	-8.1	3.8
C/C(=N\NC(=O)c1ccccc1)c1ccc(C)c([N+](=O)[O-])c1	-0.6	11.1
Cn1cc(C(=O)N/N=C/C(Br)=C\c2ccccc2)ccc1=O	-7.6	36.0
Cc1ccc(C)c2nc(SCC(=O)NCc3cccs3)c(C#N)cc12	-12.9	7.2
O=C1CCCC2=C1C(c1ccncc1)c1c(nc(SCc3ccccc3Cl)[nH]c1=O)N2 (configuration not stated)	-13.3	12.3
COC(=O)CS(=O)(=O)c1nnc([C@H](Cc2ccccc2)NC(=O)OC(C)(C)C)o1	-4.2	4.0
N#Cc1nc(Cc2cccc3ccccc23)oc1NCCN1CCCCC1	-22.8	-6.5
COc1ccc(N2CCN(C3CC(=O)N(Cc4ccccc4)C3=O)CC2)cc1 (configuration not stated)	-13.3	14.2
CC(=O)c1ccc(N2CCN(S(=O)(=O)c3ccc4c(c3)NC(=O)CC(=O)N4)CC2)cc1	-1.9	4.7
CCOC(=O)c1c(C)[nH]c(C(=O)OCC(=O)c2ccc(OC)cc2OC)c1C	-31.5	23.2
COc1ccc(NC(=O)CSc2ccc3nnc(-c4cccnc4)n3n2)cc1OC	-3.6	26.3
CC(=O)Nc1ccc(NC(=O)CSc2nnnn2-c2ccc(F)cc2)cc1	-10.8	5.3
Cc1ccc(-c2cc(C(=O)NCCCn3ccnc3)c3cc(Br)ccc3n2)o1	-33.8	21.5
COc1ccc(/C(C)=N/N2C(=O)c3ccccc3NC2c2ccc(O)c(OC)c2)cc1 (configuration not stated)	-11.7	12.1

Some of these compounds in order of the OX1R antag-1 value, low to high.
mol | OX1R antag-1
Cc1ccc(-c2cc(C(=O)NCCCn3ccnc3)c3cc(Br)ccc3n2)o1 | -33.8
CCOC(=O)c1c(C)[nH]c(C(=O)OCC(=O)c2ccc(OC)cc2OC)c1C | -31.5
COc1ccc(N2CCN(C3CC(=O)N(Cc4ccccc4)C3=O)CC2)cc1 (configuration not stated) | -13.3
CC(=O)Nc1ccc(NC(=O)CSc2nnnn2-c2ccc(F)cc2)cc1 | -10.8
COC(=O)CS(=O)(=O)c1nnc([C@H](Cc2ccccc2)NC(=O)OC(C)(C)C)o1 | -4.2
COc1ccc(NC(=O)CSc2ccc3nnc(-c4cccnc4)n3n2)cc1OC | -3.6
CC(=O)c1ccc(N2CCN(S(=O)(=O)c3ccc4c(c3)NC(=O)CC(=O)N4)CC2)cc1 | -1.9

(list continues)
SMILES	OX1R antag-1	OX1R antag-2
Cc1cc(-c2nnc3sc(C4CCCCC4)nn23)n[nH]1	-2.2	7.0
CCCCN(C)Cc1c(C)[nH]c2ccc(OCC)cc2c1=O	1.2	11.6
CC(C(=O)N1CCc2ccccc21)n1cccc1 (configuration not stated)	-11.5	3.8
CC(C)Cc1nnc(NC(=O)CCC(=O)N2CCN(c3ccccc3F)CC2)s1	-25.4	3.2
C/C(=N\NC(=S)NC(C)C)c1cccc([N+](=O)[O-])c1	-2.8	14.7
COc1cc(C(=O)ON=C2C=C(C)C(=O)C(C)=C2)cc(OC)c1OC	-15.0	75.3*
O=c1[nH]c(NCCO)nc2ncn(Cc3ccccc3)c12	-4.0	7.2
COc1cc2nc(C3CCC3)n(NC(=O)C3CCC3)c(=O)c2cc1OC	-27.3	18.5
O=C(c1ccc2c(c1)OCCO2)C1CCN(S(=O)(=O)c2ccccc2F)CC1	-20.3	5.0
Cc1cc(C)cc(OCc2ccc(C(=O)O)o2)c1	-15.2	7.5
O=c1oc(-c2ccc(O)c(O)c2)cc2cccc(O)c12	-18.9	8.6
CCN(CC)CC(=O)Nc1c(C)cc(C(C)(C)C)cc1C	-9.2	5.8
CCOc1cc(C(=O)Nc2ccccc2N2CCOCC2)ccc1OCC(=O)N1CCOCC1	-28.6	3.1
Cc1ccccc1OCCn1c(C)nc2ccccc21	37.8	21.5
COc1ccc2sc(N(CCCN(C)C)C(=O)c3ccc(S(=O)(=O)N4CCCc5ccccc54)cc3)nc2c1	0.0	27.2
COc1cc2nc(CN(CCC(C)C)Cc3nc4cc(OC)c(OC)cc4c(=O)[nH]3)[nH]c(=O)c2cc1OC	-1.2	27.8
CSc1nccc(NC(=O)c2cccc(Br)c2)n1	-29.4	20.9
CN(Cc1ccccc1)c1oc(COc2ccccc2F)nc1C#N	-19.0	19.9
O=C(CN(CC1CCCO1)C(=O)CCC(=O)Nc1ccccn1)NCc1ccccc1 (configuration not stated)	-18.6	4.9
COc1ccc(S(=O)(=O)N(C)C)cc1NCC(=O)Nc1cccc2ccccc12	-20.4	12.0
Cc1ccc(C(=O)Nc2ccon2)cc1S(=O)(=O)N1CCOCC1	-19.1	5.7
CCCOc1ccc(C(=O)NNC(=O)c2cccc(S(=O)(=O)N3CCN(C(C)=O)CC3)c2)cc1OC	-15.8	14.7
COc1ccc(N2CCN(C(c3cc4cc(C)ccc4[nH]c3=O)c3nnnn3Cc3ccccc3)CC2)cc1 (configuration not stated)	-37.6	7.2
COc1ccc(S(=O)(=O)N2CCCCC2)cc1NC(=O)CCNC(=O)c1ccc(Cl)cc1	-25.4	10.0
CCOC(=O)N1CCN(Cc2nc3cc(NC(=O)C(C)C)ccc3n2CC)CC1	-1.8	3.9
Cc1nnc(NC(=O)C2CC(=O)N(Cc3ccccc3)C2)s1 (configuration not stated)	-14.7	1.6
Nc1ccc(S(=O)(=O)c2ccc(N)cc2)cc1	-4.2	15.6
CCn1cnc2c1c(=O)n(Cc1ccc(C(=O)OC)cc1)c(=O)n2Cc1ccccc1	-39.9	1.5
CC(=O)c1cn(CCOc2cc(C)ccc2C)c2ccccc12	6.7	45.1
COc1cccc(-c2nc(CS(=O)(=O)CC(=O)NCC(C)c3ccccc3)c(C)o2)c1 (configuration not stated)	-25.5	10.1
COCCC(=O)Nc1ccc2c(c1)CN(C(=O)CCOC)CC2	-1.2	21.8
CCOC(=O)C1CCN(C(=O)Cc2c(F)cccc2Cl)CC1	2.7	9.3
Cc1cccc(SC2CCN(Cc3nc(CC4CC4)no3)CC2)c1	-15.7	10.6
Clc1ccc(CN2CCSCC2)cc1Cl	-12.8	15.8
COc1cccc(CN(C)CC(=O)Nc2cc3oc4ccccc4c3cc2OC)c1	-25.5	21.9
COc1ccccc1C(=O)NCCC(=O)OCC(=O)Nc1ccc(S(N)(=O)=O)cc1	-26.4	8.5
CC(NC(=O)COc1cccnc1[N+](=O)[O-])c1ccc(F)cc1 (configuration not stated)	-15.4	23.5
C[C@@H]1CCC[C@H](C)N1Cc1nc(Cc2ccccc2Cl)no1	-22.8	31.6
Cc1nc(S/C(=C/c2ccc(OCc3ccc(C(=O)O)cc3)cc2)C(=O)O)n[nH]1	-14.1	9.7
Cc1cccc(NC(=O)CN2CCN(C(=O)C3CCCO3)CC2)c1C (configuration not stated)	-7.4	5.8
C[C@H]1CN([C@@H](C)CO)C(=O)c2cccc(NS(=O)(=O)c3ccc(F)cc3)c2O[C@H]1CN(C)S(=O)(=O)c1cn(C)cn1	-1.5	-1.9
COc1cc(C(C(=O)NCc2ccccc2)N(Cc2ccco2)C(=O)c2cnccn2)cc(OC)c1OC (configuration not stated)	-9.0	19.4
CCOC(=O)C1(C)NC(c2ccccc2F)C2C(=O)N(CC)C(=O)C21 (configuration not stated)	-9.1	4.2
CCCOc1ccc(C(O)(CCN2CCCCC2)c2ccccc2OC)cc1 (configuration not stated)	-31.8	15.1
COC(=O)c1c(C)oc(C)c1S(=O)(=O)NC(c1ccccc1)c1ccccc1	-15.2	20.3
O=C(COc1ccccc1)NCC1CCCO1 (configuration not stated)	4.7	5.2
CCn1ncc(Cl)c1C(=O)Nc1cc([N+](=O)[O-])ccc1OC	-10.0	29.2
O=C(c1ccc(-c2cc(Cl)ccc2Cl)o1)N1CCOCC1	-23.3	27.1
CC(C(=O)Nc1ccncc1)(c1ccccc1)c1ccccc1	-17.3	15.7
CCCCNc1cnn(-c2ccccc2)c(=O)c1Cl	-24.5	18.5

(list continues)
SMILES	OX1R antag-1	OX1R antag-2
COc1cc(CNC(=O)c2ccc3oc(C(C)C)nc3c2)cc(OC)c1	-14.8	9.9
CC(Cc1ccccc1)NC(=O)c1ccc([N+](=O)[O-])cc1 (configuration not stated)	6.9	13.8
Cc1ccc2c(c1)[C@H]1[C@H](CO2)[C@H](c2ccccc2)[C@]2(C)C(=O)N(Cc3ccc(F)cc3)CC(=O)N12	33.9	11.4
CC(C)CN(C(=O)COC(=O)CCc1c[nH]c2ccccc12)c1c(N)n(Cc2ccccc2)c(=O)[nH]c1=O	-15.8	12.1
COc1cc(NC(=O)Nc2ccccc2)c(OC)cc1NC(=O)CN1CCCCC1	-42.6	27.8
Cc1ccc(S(=O)c2snnc2C)cc1 (configuration not stated)	-7.2	4.8
Cc1ccc(S(=O)(=O)N[C@H](C(=O)OCC(=O)NC(=O)NCc2ccco2)C(C)C)cc1	-20.8	4.2
CCCN(C(=O)c1cc2c(s1)CCC2)c1c(N)n(Cc2ccccc2)c(=O)[nH]c1=O	-19.1	22.6
CC1=C2C3OC(=O)C(C)[C@@H]3CC[C@](C)(O)C2C2C3C4C5(C12)[C@H]1OC(=O)[C@@H](C)C1CC[C@]4(C)O[C@]5(C)[C@@H]3O (some centres not stated)	-11.7	7.5
CN(C)S(=O)(=O)c1ccc(C(=O)OCC(=O)Nc2ccc3c(c2)OCO3)cc1	4.4	-4.5
COC(=O)C1=C(C(=O)OC)[C@@H]2N(C)c3ccccc3[C@@]23C[C@@H](C(=O)OC)N(C(C)=O)C3=N1	-27.7	19.3
O=C(COc1ccc([N+](=O)[O-])cc1)Nc1ccccc1C(=O)NC1CC1	-8.6	18.7
O=C(OCC(=O)N1CCc2ccccc21)c1ccc[nH]c1=O	-3.5	9.0
Cc1c(Br)c(=O)oc2c(Br)c(O)c(O)cc12	-12.8	15.0
CC(C)CC1C(C#N)=C(N)OC2=C1C(=O)CC(c1ccccc1)C2 (configuration not stated)	-38.5	17.8
NCCCNCCCCNCCCN	-9.7	-0.2
Cc1cc(C(F)(F)F)nc(CCNC(=O)C2CCC(=O)N(Cc3cccc(F)c3)C2)n1 (configuration not stated)	-18.2	8.2
O=C(COC(=O)Cc1cccs1)Nc1ccc(F)c(F)c1F	-22.0	-0.6
Cc1c(-c2ccccc2)[n+](=O)c(-c2ccco2)c(C)n1[O-]	-8.3	14.8

Quoted from above, 5 compounds:
SMILES	OX1R antag-1	OX1R antag-2
COC(=O)C1=C(C(=O)OC)[C@@H]2N(C)c3ccccc3[C@@]23C[C@@H](C(=O)OC)N(C(C)=O)C3=N1	-27.7	19.3
O=C(COc1ccc([N+](=O)[O-])cc1)Nc1ccccc1C(=O)NC1CC1	-8.6	18.7
O=C(OCC(=O)N1CCc2ccccc21)c1ccc[nH]c1=O	-3.5	9.0
Cc1c(Br)c(=O)oc2c(Br)c(O)c(O)cc12	-12.8	15.0
CC(C)CC1C(C#N)=C(N)OC2=C1C(=O)CC(c1ccccc1)C2 (configuration not stated)	-38.5	17.8
